Bioassay records: PubChem BioAssay, several laboratories
Arr AP2 block – inhibitors of beta-arrestin/AP2 binding, primary screen, biochemical, GPCR trafficking, flow cytometry | beta-arrestin 1 C-terminal peptide binding to AP2 beta2-adaptin appendage (human) | FITC-arrestin peptide / GST-AP2 beads; AP2 beta2 appendage carries R879A mutation | inhibition, % at 10 µM | 0.31% of 340,000 active | AID 504490, 2011;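 active = inhibition above a set limit, near 3 SD of compounds lacking own fluorescence, cut at about 54% in these data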;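 note: plate controls were DMSO wells for no effect and 5 µM unlabelled arrestin peptide for full effect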
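system = GST-tagged AP2 beta2-adaptin appendage (R879A) on 4 µm glutathione beads | reagent = FITC-labelled arrestin peptide probe, 50 nM final | schedule = compound with beads 12 min RT, then probe 1 h RT | signal = HyperCyt-sampled flow cytometry, FL1 channel, ex 488/em 535 nm | read-out = percent response from loss of bead-bound FITC fluorescence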
Pemphigus Ab inh – inhibitors of pemphigus antibody binding to DSG3, primary screen, biochemical, bead-based, flow cytometry, scFv-GFP; AID 588358, 2011; 0.48% of 310,000 active; DSG3-coupled beads, scFv-anti-DSG3-GFP binding; active compounds read low; binding (percent of control), % at 10 µM;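 active = binding more than 3 SD below its plate's average and above zero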;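 note: hits lower antibody fragment binding to DSG3; some compounds called inactive have numbers as strong as hits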
RTF Ca sens inh – cardiac RTF calcium sensitivity inhibitors, primary screen, biochemical, IANBD-TnC fluorescence, EC70 calcium. IANBD-labeled cardiac RTF, Ca2+ fluorescence. inhibition, % at 7.15 µM. 0.12% of 340,000 active;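 active = inhibition above the mean inhibition of all tested compounds plus 3 SD, cut at about 17% in these data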;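 note: assay run at fixed EC70 calcium of 1.6 mM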
OPRM1-OPRD1 ag – agonists of OPRM1-OPRD1 heterodimerization, primary screen, cell-based, luminescence; 0.3% of 340,000 active; activation, % at 9.3 µM; Mu-type opioid receptor (Homo sapiens) + Delta-type opioid receptor (Homo sapiens), …; cells; in the data active = activation above about 18%;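 note: 0% = vehicle-treated cells and 100% = reference agonist; values of inactives mirror those of a sister screen read the other way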
Target sequence (P35372 whole entry, looked up): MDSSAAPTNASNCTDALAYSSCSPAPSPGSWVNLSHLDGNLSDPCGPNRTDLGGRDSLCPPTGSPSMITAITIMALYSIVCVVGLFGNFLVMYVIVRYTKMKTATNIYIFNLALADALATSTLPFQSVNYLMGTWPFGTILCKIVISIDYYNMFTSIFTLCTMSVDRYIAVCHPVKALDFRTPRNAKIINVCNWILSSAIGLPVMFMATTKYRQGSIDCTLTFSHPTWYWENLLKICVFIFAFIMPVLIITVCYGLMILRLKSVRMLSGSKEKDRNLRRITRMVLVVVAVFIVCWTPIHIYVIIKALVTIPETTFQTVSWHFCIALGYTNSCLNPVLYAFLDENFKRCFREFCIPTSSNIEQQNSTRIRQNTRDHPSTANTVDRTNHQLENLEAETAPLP
Target sequence (P41143 whole entry, looked up): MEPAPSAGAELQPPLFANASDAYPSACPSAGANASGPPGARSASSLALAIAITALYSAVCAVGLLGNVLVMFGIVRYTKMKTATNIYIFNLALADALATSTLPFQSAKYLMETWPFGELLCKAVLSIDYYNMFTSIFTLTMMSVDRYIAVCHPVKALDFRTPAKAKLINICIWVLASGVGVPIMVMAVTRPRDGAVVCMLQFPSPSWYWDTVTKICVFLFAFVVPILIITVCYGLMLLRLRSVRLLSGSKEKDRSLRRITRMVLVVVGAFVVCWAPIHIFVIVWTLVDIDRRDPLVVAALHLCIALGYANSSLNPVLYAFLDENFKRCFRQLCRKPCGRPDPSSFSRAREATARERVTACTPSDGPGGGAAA
V-ATPase pH – regulators of yeast V-ATPase proton pumping, primary screen, pHLuorin cytosolic pH fluorescence | S. cerevisiae | 0.37% of 350,000 active | AID 504577, 2011 | response, % at 10 µM; in the data active = response mostly above about 7.3%, no sharp cut-off; inactive = mostly below about 5.4%; note: actives read high; inactives centre near 0; some compounds called inactive have numbers as strong as hits; reference of the scale not given here
Wnt act – Wnt/beta-catenin pathway activators, primary screen, cell-based, plate reader, single point; AID 743398, 2014; Wnt/beta-catenin reporter cell assay, activator; activation, % at 9.35 µM; 1.2% of 300,000 active; in the data active = activation above about 30%, passing the limit was not always enough;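 note: 0% = neutral control wells and 100% = positive control wells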
RTF Ca sens act – cardiac RTF calcium sensitivity activators, primary screen, biochemical, IANBD-TnC fluorescence, EC20 calcium; Troponin I, cardiac muscle (Homo sapiens) + Troponin T, cardiac muscle (Homo sapiens) + …; IANBD-labeled TnC RTF fluorescence at EC20 calcium; 0% EC20 calcium, 100% full calcium; activation, % at 7.2 µM; 0.24% of 340,000 active; AID 493008, 2010;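 active = activation above the mean over all tested compounds plus 3 SD, cut at about 30% in these data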;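 note: rise in fluorescence read as greater calcium sensitivity of cardiac thin filaments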
C-LANA FP – inhibitors of KSHV C-LANA binding to DNA, primary screen, biochemical, fluorescence polarization, FAM-LBS DNA, MBP-C-LANA, single point | inhibition, % at 9 µM | Kaposi's sarcoma herpesvirus LANA C-terminal domain (residues 932-1162) DNA binding | AID 504423, 2011 | 0.078% of 340,000 active;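 active = highest replicate inhibition at or above 60% at 9 µM, even if other replicates fall short; inactive = all replicates below 60% inhibition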;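 note: 0% = neutral control wells and 100% = 4 µM acridine orange control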
Keap1 Nrf2 FP – Keap1-Nrf2 protein-protein interaction inhibitors, primary screen, biochemical, fluorescence polarization, single point | Kelch-like ECH-associated protein 1 (Homo sapiens), Q14145 | Keap1 Kelch-Nrf2 peptide fluorescence polarization, 1536-well | inhibition, % at 9.4 µM | 0.15% of 340,000 active; in the data active = inhibition above about 12%;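 note: human Keap1 Kelch domain with fluorescein labeled Nrf2 9mer peptide probe; 0% = neutral control wells and 100% = peptide positive control; higher means more block of Keap1 binding to Nrf2 peptide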
MOR-DOR inv ag – inverse agonists of MOR-DOR heterodimerization, primary screen, cell-based, luminescence; Mu-type opioid receptor (Homo sapiens) + Delta-type opioid receptor (Homo sapiens), …; cell-based MOR-DOR heterodimer luminescence, inverse agonism; inhibition, % at 9.3 µM; 0.21% of 340,000 active; AID 504357, 2011; in the data active = inhibition above about 22%, passing the limit was not always enough;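 note: 0% = cells with DMSO and 100% = wells without cells with DMSO; values of inactives mirror those of a sister screen read the other way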
An asterisk follows results filed as active; . = no result given.

SMILES	Arr AP2 block	Pemphigus Ab inh	RTF Ca sens inh	OPRM1-OPRD1 ag	V-ATPase pH	Wnt act	RTF Ca sens act	C-LANA FP	Keap1 Nrf2 FP	MOR-DOR inv ag
Cc1ccc(-c2nc(CS(=O)CC(=O)NC3CCCCC3)c(C)o2)cc1 (centres undefined)	-3	96	-4	0.0	-5	-1	1	-0.7	-3	0
COc1cc(NC(=O)C2C3C=CC(C3)C2C(=O)O)ccc1NC(=O)c1ccccc1 (centres undefined)	5	.	-3	-2.0	0	3	0	-0.9	0	11
O=C(N[C@@H](Cc1ccccc1)C(=O)O)c1cccnc1	-13	.	-7	-2.4	2	-1	3	1.1	-5	13
COc1ccc(OC)c2c(C)cc(C)nc12	28	106	-1	0.0	4	5	-2	1.1	-3	0
Cc1nc2sc(C(c3cccs3)N3CCC(C(N)=O)CC3)c(O)n2n1 (centres undefined)	-7	101	-3	-1.9	-4	-3	3	-0.7	-1	10
COc1cc(COCC(O)CN2CCN(Cc3ccccc3)CC2)cc(OC)c1OC (centres undefined)	-14	105	-5	-0.7	-1	-1	-3	-0.2	0	4
O=C(c1ccccc1F)N1CCN(c2cccc(C(F)(F)F)c2)CC1	35	.	-1	0.9	-17	.	4	-0.5	1	-5
CCCCC(CCC(=O)O)(C(=O)OCC)c1csc(Nc2ccccc2)n1 (centres undefined)	-5	100	-8	-0.6	3	.	4	-1.9	0	3
CC(=O)Nc1ccc(N=C(C2=C(O)c3ccccc3C2=O)c2ccccc2)cc1	.	104	-4	-1.0	-3	11	0	0.5	3	7
COc1ccc(OC)c(C2=NS(=O)(=O)N(C)C(C(=O)N3CCC4(CC3)OCCO4)=C2)c1	-9	83	-5	-0.6	-2	0	-3	-1.3	-4	3
O=C(Nc1ccccc1-c1ccccc1)C1CCC1	-5	99	2	-1.5	1	-13	0	0.4	4	8
CCCOc1ccc(CNC(=O)Cn2c(=O)oc3ccccc32)cc1	27	98	-8	-1.7	-1	-1	-1	-0.2	0	9
CC1CCN(CC(O)COC2CCC(C(C)(C)C)CC2)CC1 (centres undefined)	3	113	-9	4.5	-4	.	-1	0.6	-2	-26
Cc1nc2ccc(Nc3nc4cc(S(=O)(=O)N5CCOCC5)ccc4o3)cc2s1	4	98	4	1.2	2	9	4	-0.4	-3	-7
Cc1cc(NC(=O)c2ccc3c(c2)C(=O)N(c2cccc(C)c2C)C3=O)no1	-15	103	-10	4.5	-3	-1	1	2.0	1	-31
CCOC(=O)C(C)Oc1ccc(OCc2ccccc2)cc1 (centres undefined)	43	.	-9	1.8	-2	-1	0	-0.1	-1	-8
CC(C)c1ccc(/C=C/C(=O)Nc2ccc(CN3CCOCC3)cc2)cc1	0	99	.	.	2	-3	.	.	.	.
CCOC(=O)c1ccc(NC(=O)c2ccc(NC(=O)C3CCCO3)cc2)cc1 (centres undefined)	32	.	6	2.8	-5	1	2	-0.3	-3	-21
COc1ccc(Oc2nc(-c3ccccc3)ncc2S(=O)(=O)c2ccccc2)cc1	-5	106	-2	0.6	-1	.	-1	0.5	2	-3
CCOc1ccc(C(=O)Nc2ccc(N3CCN(C)CC3)cc2)cc1[N+](=O)[O-]	5	82	-11	-2.8	2	-2	4	1.6	-4	14
CN(C)C(=O)c1ccc(-c2cc3onc(-c4ccccc4)c3c(=O)n2C)cc1	8	107	7	-2.1	-5	41*	-2	1.6	-3	11
N#Cc1c(C(F)(F)F)cc(-c2ccc(Cl)cc2)nc1SCC(=O)O	1	99	-5	-3.3	-6	-1	2	-2.6	0	15
Cc1noc(C)c1COc1ccccc1C(=O)N(C)Cc1ccco1	1	104	1	-1.3	-1	38*	11	-1.4	-2	6
CCOC(=O)CNC(=O)CSc1ncnc2c1cnn2-c1ccc(C)cc1	26	98	2	-2.1	-3	.	-7	0.3	-2	10
Cc1nc(N)sc1-c1csc(Nc2ccc(Cl)cn2)n1	19	100	-10	-1.2	9	3	-3	1.0	3	6

The list continues.
SMILES	Arr AP2 block	Pemphigus Ab inh	RTF Ca sens inh	OPRM1-OPRD1 ag	V-ATPase pH	Wnt act	RTF Ca sens act	C-LANA FP	Keap1 Nrf2 FP	MOR-DOR inv ag
CC[N+](C)(C)CC/C=C1/c2ccccc2Sc2ccc(Cl)cc21	-11	113	.	.	-2	-2	.	.	.	.
CCOC(=O)c1nn(-c2ccccc2F)c2nc(Nc3ccccc3)cc(=O)n12	-1	101	-2	11	8	0	2	0.1	-5	-67
COc1cc(OC)c(S(=O)(=O)NC(C)C)cc1C(=O)O	29	100	5	-1.2	3	19	5	-1.9	-1	7
CN1CCN(c2ccc(C(F)(F)F)cc2NC(=O)Nc2ccccc2)CC1	9	100	-4	2.1	-2	4	-1	-0.2	-7	-10
O=c1[nH]cccc1-c1nc2cc(Cl)ccc2n1Cc1ccccc1	-4	93	1	-3.5	-1	1	2	0.1	-2	16
COC(=O)c1ccc(Cl)c(NC(=O)CN2CCC(C)CC2)c1	2	104	-2	3.0	1	.	1	0.3	-4	-16
COc1ccc(C(=O)NCc2cn3c(C)csc3n2)cc1OC	19	99	3	-1.3	2	-1	-3	-1.2	-2	7
Cc1onc(-c2ccccc2)c1C(=O)NCC(=O)Nc1cc(Cl)ccc1Cl	30	102	-5	0.2	2	-1	-4	0.8	4	-1
COc1cccc(NC(=O)C2CCC(CNS(=O)(=O)c3cccc4cccnc34)CC2)c1 (centres undefined)	3	114	-4	-1.1	0	-2	-1	-2.5	3	5
CCN(CC)S(=O)(=O)c1ccc(NN=C2CCN(C)CC2)c([N+](=O)[O-])c1	0	105	0	-0.4	-3	-2	-1	-1.5	-1	2
COc1cc(/C=N/NC(=O)c2ccoc2C)cc(OC)c1O	-2	96	1	-2.4	0	10	3	-2.7	0	13
Cc1ccc(NCc2ccccc2)cc1	7	107	-10	3.7	3	9	-3	0.7	-4	-20
COCCN1C(=O)N[C@@H](CCc2ccccc2)[C@@H](C(=O)OC)[C@H]1C	-7	102	1	-0.1	-1	-5	-3	4.1	1	1
COc1ccccc1NC(=O)CSC1=NC(=O)C(NC(C)=O)C(=O)N1 (centres undefined)	-1	105	-2	-0.2	3	.	-3	-2.7	0	1
CCOC(=O)CC(=O)CSc1nccc(-c2cccnc2)n1	-4	101	-3	-3.3	1	-2	-4	15	0	16
COc1cccc(N2CCN(C(=O)CN(C)S(=O)(=O)c3ccc4c(c3)CCC(=O)N4)CC2)c1	-4	103	-10	-2.5	-1	-6	1	-1.3	-6	13
CC1CCCN(C(=O)C2CCN(C(=O)Nc3ccccc3)CC2)C1 (centres undefined)	8	106	8	-0.6	-2	2	-4	-1.5	-5	2
O=S(=O)(Nc1ccc(S(=O)(=O)N2CCCC2)cc1)c1ccc(F)cc1F	18	97	8	-0.8	-2	-6	-7	0.7	1	4
CCn1nccc1C(=O)Nc1ccc(Cl)cc1Cl	0	106	4	0.8	3	.	3	-3.7	-2	-5
COc1ccc(-c2cn[nH]c2-c2ccc(OCc3ccc(F)cc3)cc2O)cc1OC	2	104	8	9.7	-1	-3	-1	0.0	1	-53
O=[N+]([O-])c1ccc(N/N=C/c2ccc(O)c(O)c2O)c(S(=O)(=O)N2CCOCC2)c1	41	83	-5	-0.6	-2	-3	-3	-1.1	4	4
Cc1ccc2cc(-c3noc(C4CCCO4)n3)c(=O)[nH]c2c1 (centres undefined)	-5	98	-3	-2.5	-1	6	-3	1.1	2	13
COC(=O)c1ccc(NN=Nc2ccc(C)cc2)cc1	11	133	-9	-1.8	-10	.	-9	2.0	-4	10
C[C@@H]1CN([C@@H](C)CO)C(=O)c2cc(NS(C)(=O)=O)ccc2O[C@@H]1CN(C)Cc1ccc(C(F)(F)F)cc1	-1	103	-11	-1.5	4	-4	2	0.9	-4	8
NC(=O)C1(N2CCCCC2)CCN(C(=S)Nc2cccc(Cl)c2)CC1	-1	116	-13	-1.1	-5	-4	1	1.1	1	6

Following part
SMILES	Arr AP2 block	Pemphigus Ab inh	RTF Ca sens inh	OPRM1-OPRD1 ag	V-ATPase pH	Wnt act	RTF Ca sens act	C-LANA FP	Keap1 Nrf2 FP	MOR-DOR inv ag
CCCn1c(SCC(=O)NCCc2ccccc2)nnc1-c1ccccn1	1	97	-6	0.1	-7	0	3	2.3	2	0
O=C(Nc1c2c(nn1-c1ccccc1)CS(=O)C2)c1ccco1 (centres undefined)	-6	105	4	-4.0	4	-2	-4	-0.7	-2	22
COc1ccc(CNC(=O)C2CCCN(S(=O)(=O)c3ccc(Br)s3)C2)cc1 (centres undefined)	-6	.	-3	0.8	1	-2	-7	-1.1	-1	-5
O=C(CSc1nnc(-c2ccco2)o1)c1ccc(F)c(F)c1	-8	97	-12	-0.3	2	4	3	-1.2	-5	2
N#C/C(=C\c1c(N2CCN(c3ccccc3)CC2)nc2ccccn2c1=O)C(N)=O	-16	97	-11	-3.3	-2	-1	10	-0.8	-2	19
CCOc1ccc(C(=O)Nc2cc(C)c3c(=O)oc4ccccc4c3n2)cc1	-1	101	-8	-2.2	-1	0	0	-0.8	0	13
COc1ccc(C(=O)NCc2cc(C(C)C)no2)cc1OC1CCN(C(C)C)CC1	19	105	-2	-2.5	-2	-1	-3	-0.7	-2	13
COc1ccccc1NC(=O)C(=O)NCCC1CCCCN1S(=O)(=O)c1cccs1 (centres undefined)	-2	105	-6	-3.0	-4	3	3	-0.9	-6	19
C[C@H](CO)N1C[C@H](C)[C@@H](CN(C)C(=O)NC2CCCCC2)Oc2ccc(NC(=O)C3CC3)cc2C1=O	16	102	-1	-1.9	-2	-2	-4	-0.2	0	10
O=c1c(O)c(-c2cccs2)oc2ccccc12	-2	.	-11	-2.9	-2	.	2	1.0	-1	15
Cc1cc(OCC(=O)NCc2ccccn2)c2c(C)c(C)c(=O)oc2c1	33	103	-1	-2.8	-3	1	-3	0.4	-3	15
COc1cc2c(cc1OC)-c1cc(Nc3ccc(N(C)C)cc3)nc(=O)n1CC2	-2	104	-13	0.0	5	0	3	0.0	-5	0
Cc1sc(-c2ccccn2)nc1OC(=O)c1ccc(F)cc1F	6	96	-7	0.1	11*	-1	6	-0.3	3	-1
CCC(NC(=O)C1CCCO1)c1ccccc1 (centres undefined)	-15	95	0	-3.9	-1	0	-1	-1.4	-5	18
